# From PubChem BioAssay
# Ecoli WT growth: blocks growth of wild type E. coli BW25113; E. coli BW25113 growth inhibition, OD600; 0.05% of 20,000 active; inhibition, % at 10 µM; AID 552; in the data active means inhibition above about 40%;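 further: bacteria exposed to compound for 20 hours at 37 °C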
#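 Assay system: Bacterial strain in a whole-cell growth screen | Amount: Inoculum from a 1:1000 dilution of a 1.5 h subculture | Detection: Absorbance at 615 nm as a measure of bacterial growth | Timing: 20 h exposure, 37 °C | Buffer or medium: LB plus kanamycin 50 µg/mL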
# * marks the source's active call; other numbers are inactive results. The list is partial. The share of hits here may be higher or lower than overall.
SMILES,Ecoli WT growth
Oc1c(CN2CCN(c3ccccn3)CC2)cc(Cl)c2cccnc12,-16
CN(c1nc(-c2ccccc2)cs1)C1CCS(=O)(=O)C1 (stereo not given),-13
CN1C2C=C3C(C#N)=C(N)C(C#N)(C#N)[C@@H](c4ccc(Cl)cc4)[C@@H]3C1CC2 (stereo not given in full),7
COc1ccc(C(=O)COC(=O)CCn2nnc(-c3cccs3)n2)cc1,5
Cc1cc(C(=O)Nc2ccccn2)no1,6
O=C(c1cc2c(s1)CCCCC2)N1CCN(c2ncccn2)CC1,-18
CCCn1nnc(NC(=O)c2ccccc2Br)n1,-14
O=C(O)c1ccccc1NS(=O)(=O)c1ccccc1C(F)(F)F,-6
CCN(CC)CC(C)CNC(=O)CC(C(=O)N1CCc2ccccc21)n1ccnc1 (stereo not given),14
CCOc1ccc(Nc2nc(Cc3nnc(SCC(N)=O)o3)cs2)cc1,8
COc1cc(C(C)=O)ccc1OCC(O)CN1CCN(S(=O)(=O)c2ccccc2)CC1 (stereo not given),-14
CN(CC(=O)N1CCc2ccccc21)S(=O)(=O)c1ccc(Cl)cc1,1
CC(=O)OCCCN1C(=O)c2ccc(Br)cc2C1=O,3
CCOc1ccccc1-c1nn2c(Cc3ccccc3)nnc2s1,-8
O=C(CCc1ccccc1)Nc1ccncc1,2
CCSc1nnc(NC(=O)C2(C)Cc3ccccc3C(=O)O2)s1 (stereo not given),-23
COCC(=O)N(C)C1(c2nnnn2CCOC(=O)Nc2cccc3ccccc23)CCCC1,-17
Cn1c(=O)c2c(nc(SCc3nn[nH]n3)n2Cc2ccccc2F)n(C)c1=O,-7
Cc1ccc(-n2c(=O)c3sccc3n(CC(=O)NCc3ccco3)c2=O)cc1,6
COCCCNC(=O)CC1Oc2ccccc2NC1=O (stereo not given),8
CC12CCC(C(=O)N3CCc4ccccc43)(CC1=O)C2(C)C (stereo not given),-24
COc1ccccc1NC(=O)CSc1nnc(Cc2cccn2C)n1-c1ccc(F)cc1,8
COc1cccc(-n2c(SC3CCOC3=O)nc3ccccc3c2=O)c1 (stereo not given),7
COc1ccc(-n2ncc3c(=O)n(CC(=O)OCc4ccccc4)cnc32)cc1,1
COc1ccc(S(=O)(=O)N(C)CC(=O)Nc2cccc(C(C)=O)c2)cc1,-8
CCOc1cccc(OCCCCn2ccnc2)c1,3
c1coc(Cn2nnnc2CN2CCN(C3CCCC3)CC2)c1,7
CC(=O)c1cccc(NC(=O)Nc2c(C)nn(C)c2C)c1,-18
CN1C(=O)c2ccc(C(=O)NCc3ccccc3)cc2C1=O,4
COc1cccc(OCC(=O)Nc2ccc(OC)c(OC)c2)c1,-24
Nc1nc(SCC(=O)N2CCc3ccccc32)[nH]c(=O)c1-c1ccccc1,-21
O=C(NCCN1CCOCC1)c1csc2c1CCCC2,0
CC(=O)O[C@]1(C(C)=O)CC[C@H]2[C@@H]3C[C@H](C)C4=CC(=O)CC[C@]4(C)[C@H]3CC[C@@]21C,7
COc1ccc(NC(=O)CSc2nnc(-c3ccccc3)n2N)cc1,-2
Cc1[nH]c(=O)[nH]c(=O)c1S(=O)(=O)N1CCCC(C(=O)NCc2ccco2)C1 (stereo not given),-6
CCCc1cc(C(=O)Nc2ccccc2SC)no1,10
Cc1cccc(OCC(=O)NCCN2CCOCC2)c1,-17
C[C@@H]1C[C@H]2[C@@H]3C[C@H](F)C4=CC(=O)C=C[C@]4(C)[C@@]3(F)[C@@H](O)C[C@]2(C)[C@@]1(O)C(=O)CO,12
O=C1CC(Nc2ccc(N3CCOCC3)cc2)C(=O)N1Cc1ccccc1 (stereo not given),-17
CC(=O)Nc1cccc(-c2nnc3n2CC(C)S3)c1 (stereo not given),-20
CCn1cc(C(=O)N2CCCC2)c(=O)c2cc(S(=O)(=O)N3CCOCC3)ccc21,5
COc1cc2c(=O)n(Cc3ccccc3)c(=O)n(CC(=O)NCc3ccco3)c2cc1OC,7
Cc1onc(-c2c(F)cccc2Cl)c1C(=O)NCCCN1CCOCC1,-16
CCOC(=O)Nc1ccc(S(=O)(=O)Nc2nccc(C)n2)cc1,-21
CCOC(=O)C1=C(C)NC(=O)NC1c1cccc(O)c1 (stereo not given),-12
CC(NC(=O)c1cc(-c2ccccc2)on1)c1ccccc1 (stereo not given),1
CCn1ncc(Br)c1C(=O)Nc1ccc(Cl)cn1,7
CCN1CCN(S(=O)(=O)c2ccc(S(=O)(=O)N(CC)Cc3ccccc3)cc2)CC1,19
Cc1cccc(NC(=O)c2cc(NC(=O)c3ccco3)ccc2Cl)n1,-5
Cc1nnc(NC(=O)CSc2nnc(Cc3ccccc3)n2-c2ccccc2)s1,-19

# The list goes on, starting with the last two of the part before.
SMILES,Ecoli WT growth
Cc1cccc(NC(=O)c2cc(NC(=O)c3ccco3)ccc2Cl)n1,-5
Cc1nnc(NC(=O)CSc2nnc(Cc3ccccc3)n2-c2ccccc2)s1,-19
Oc1ccc(N2CCN(C(c3cccnc3)c3nnnn3Cc3ccccc3)CC2)cc1 (stereo not given),3
CCOC(=O)C1=C(C)NC(=O)NC1c1ccc(OC)c(CN2CCOCC2)c1 (stereo not given),-23
COc1c2ccoc2nc2c(OC)c(OCC(O)C(C)(C)O)ccc12 (stereo not given),1
N#Cc1nc(COc2ccccc2)oc1NCCN1CCOCC1,1
COc1ccc2nc(Nc3nc(C)c(CCC(C)C)c(=O)[nH]3)nc(C)c2c1,-15
CC1(C)NC(=O)N(CCCOc2ccc3c(c2)CCC3)C1=O,4
Cc1ccc(NC(=O)N2CCC(C(N)=O)CC2)cc1,-18
CCOCCCNC(=O)CS(=O)(=O)Cc1nc(-c2cccc(OC)c2)oc1C,-2
CCOC(=O)c1cc2c(=O)n3cccc(C)c3nc2n(CC2CCCO2)c1=NC(C)=O (stereo not given),-7
Cn1c(=O)c2c(nc(Oc3ccc(-c4ccccc4)cc3)n2C)n(C)c1=O,-8
COc1nc(OC)nc(N2CCC(C(=O)NCc3cccs3)CC2)n1,1
O=C(CSc1nnc2scc(-c3ccccc3)n12)NCC1CCCO1 (stereo not given),-19
Cc1cc(C)c2ccc(N)nc2c1O,4
COCCn1c(COC)nc2ccccc21,3
COC(=O)c1ccc(NC(=O)CN2CCN(c3ccc(Cl)cc3)CC2)cc1,11
CCS(=O)(=O)n1nc(-c2ccccc2)nc1NCc1ccco1,-8
Cc1cc(C(F)F)n2nc(C(=O)Nc3ccc(S(=O)(=O)N4CCCCCC4)cc3)nc2n1,-10
O=C(Nc1ccc(Cl)c(C(F)(F)F)c1)N1CCCC(O)C1 (stereo not given),4
O=C(CSc1nnc(CN2CCOCC2)n1-c1ccc(Cl)cc1)N1CCc2ccccc21,-12
Cc1noc(C)c1C(=O)N1CCc2ccccc21,-13
CN1CCN(S(=O)(=O)c2ccc(NC(=O)c3csc4ccccc34)cc2)CC1,-11
NC(=O)c1c(NC(=O)CSc2nnc(-c3ccco3)n2-c2ccccc2)sc2c1CCC2,-1
Cc1nn(-c2ccc(F)cc2)c(C)c1NS(=O)(=O)c1ccc(Cl)cc1,5
CCc1ccc(OCC(=O)N(C)C)c(Br)c1,0
CC(=O)c1cccc(N(CC(=O)N2CCCC2)S(C)(=O)=O)c1,3
CCOC(=O)N1CCN(C(=O)CN(C2CCCCC2)S(=O)(=O)c2ccc(F)cc2)CC1,-8
N#Cc1cc2c(nc1SCC(=O)Nc1sc3c(c1C#N)CCC3)CCCCC2,-5
COc1ccc(S(=O)(=O)N(C)CC(=O)N2CCN(C)CC2)cc1C,-19
Cn1c(CNC(=O)c2ccco2)nnc1SCC(=O)N1c2ccccc2Sc2ccccc21,-16
CN(C)c1cccc(NC(=O)CCc2ccccc2)c1,2
Cn1cccc1-c1nc2ccc(NC(=O)c3ccccc3)cc2[nH]1,-23
CCC(=O)Nc1ccccc1N1CCN(S(C)(=O)=O)CC1,-19
COc1ccc(NC(=O)CN2CCN(S(=O)(=O)c3ccc(Cl)cc3)CC2)cc1,-10
Cc1oc(C(=O)O)cc1COc1ccc2c(C)cc(=O)oc2c1,-11
Cc1nc2c(-c3ccccc3)c(C)[nH]n2c(=O)c1Cl,-9
CCOC(=O)c1csc(NC(=O)C2CCCCC2)n1,5
C/C=C/c1ccc(Oc2nnnn2-c2ccc(C(=O)O)cc2)c(OC)c1,-13
CCCCc1cc(=O)oc2c(CN(C)C)c(O)ccc12,-17
CC1CN(C(=O)c2cc(S(=O)(=O)N3CCCC3)c(Cl)cc2Cl)CC(C)O1 (stereo not given),5
O=C(CSc1nc(N2CCCCC2)nc(N2CCCCC2)n1)N1CCN(c2ccccc2)CC1,-21
COc1cccc2cc(C(=O)C3=C(O)C(=O)N(CCN4CCOCC4)C3c3cccs3)oc12 (stereo not given),-20
O=C1CC(Nc2ccc(N3CCOCC3)cc2)C(=O)N1C1CCCCC1 (stereo not given),-16
CCn1c(SCC(=O)N2CCC(C(N)=O)(N3CCCCC3)CC2)nnc1-c1ccccc1,-17
Cc1c(C(=O)NCc2cccnc2)sc2ncn(CC(=O)N3CCCCC3C)c(=O)c12 (stereo not given),-6
Cc1ccc(C(=O)N2CCOCC2)cc1S(=O)(=O)Nc1cccc(C)c1C,19
CCCCC(=O)Nc1cccc(NC(=O)c2ccc3c(c2)OCO3)c1,-6
CCOc1ccc(Cl)cc1S(=O)(=O)N1CCCC1,-4
CCC(Sc1nc(N)cc(=O)[nH]1)C(=O)NC(C(=O)OC)c1ccccc1 (stereo not given),-13
COc1ccc(OC)c(S(=O)(=O)Nc2cc(Cl)cc(Cl)c2)c1,-13
CC(C)N(C(=O)COC(=O)c1ccc(O)cc1)C(C)C,5

# A draw from above in order of molar mass, smallest number first:
SMILES,Ecoli WT growth
CN(C)c1cccc(NC(=O)CCc2ccccc2)c1,2
Cc1nc2c(-c3ccccc3)c(C)[nH]n2c(=O)c1Cl,-9
CCCCc1cc(=O)oc2c(CN(C)C)c(O)ccc12,-17
CC(C)N(C(=O)COC(=O)c1ccc(O)cc1)C(C)C,5
CCOC(=O)c1csc(NC(=O)C2CCCCC2)n1,5
CCc1ccc(OCC(=O)N(C)C)c(Br)c1,0
CCOc1ccc(Cl)cc1S(=O)(=O)N1CCCC1,-4
CCC(=O)Nc1ccccc1N1CCN(S(C)(=O)=O)CC1,-19
Cc1oc(C(=O)O)cc1COc1ccc2c(C)cc(=O)oc2c1,-11
Cn1cccc1-c1nc2ccc(NC(=O)c3ccccc3)cc2[nH]1,-23
CC(=O)c1cccc(N(CC(=O)N2CCCC2)S(C)(=O)=O)c1,3
CCCCC(=O)Nc1cccc(NC(=O)c2ccc3c(c2)OCO3)c1,-6
C/C=C/c1ccc(Oc2nnnn2-c2ccc(C(=O)O)cc2)c(OC)c1,-13
COc1ccc(S(=O)(=O)N(C)CC(=O)N2CCN(C)CC2)cc1C,-19
O=C1CC(Nc2ccc(N3CCOCC3)cc2)C(=O)N1C1CCCCC1 (stereo not given),-16
COc1ccc(OC)c(S(=O)(=O)Nc2cc(Cl)cc(Cl)c2)c1,-13
CCC(Sc1nc(N)cc(=O)[nH]1)C(=O)NC(C(=O)OC)c1ccccc1 (stereo not given),-13
Cc1ccc(C(=O)N2CCOCC2)cc1S(=O)(=O)Nc1cccc(C)c1C,19
COc1ccc(NC(=O)CN2CCN(S(=O)(=O)c3ccc(Cl)cc3)CC2)cc1,-10
CCOC(=O)N1CCN(C(=O)CN(C2CCCCC2)S(=O)(=O)c2ccc(F)cc2)CC1,-8
CCn1c(SCC(=O)N2CCC(C(N)=O)(N3CCCCC3)CC2)nnc1-c1ccccc1,-17
COc1cccc2cc(C(=O)C3=C(O)C(=O)N(CCN4CCOCC4)C3c3cccs3)oc12 (stereo not given),-20
Cn1c(CNC(=O)c2ccco2)nnc1SCC(=O)N1c2ccccc2Sc2ccccc21,-16
O=C(CSc1nc(N2CCCCC2)nc(N2CCCCC2)n1)N1CCN(c2ccccc2)CC1,-21

# The results go on:
SMILES,Ecoli WT growth
COCc1nnc(NC(=O)c2cc(Cl)ccc2OC)s1,0
COc1ccc(CN(C(=O)c2ccco2)C2CC(C)N(C)CC2C)cc1 (stereo not given),-21
COc1cc(OC)cc(C(=O)N(Cc2nc(-c3cccc(C)c3)no2)C(C)C)c1,-20
COc1ccccc1C(=O)N1CCCC(c2nc(-c3cc(OC)c(OC)c(OC)c3)no2)C1 (stereo not given),-2
CCCCn1nnnc1NCc1cccnc1,-17
COc1cccc(C(=O)NCc2nnc(SCC(=O)Nc3nccs3)n2-c2ccccc2)c1,13
CCC(Oc1ccccc1)C(=O)N1CCN(c2ccccn2)CC1 (stereo not given),-20
COc1ccc(C2C(C#N)=C(C)NC3=C2C(=O)CC(C)(C)C3)c(OC)c1 (stereo not given),5
